mHTT CaM bind = inhibitors of human mutant huntingtin-calmodulin interaction; hit rate 3.6% among 190,000; P42858; inhibition, % at 15 µM; AlphaScreen His-mHTT/GST-CaM binding, luminescence;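 note: 0% = both proteins with DMSO and 100% = one protein alone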
Pf apPOL block = Pf-apPOL DNA polymerase inhibition | inhibition, % at 10 µM | hit rate 0.25% among 210,000 | Recombinant Pf-apPOL, molecular beacon fluorescence, 1.5 h
* = called active by the depositor; x = no result given; & = joins results of further samples. Cut-off read from the data, not from the text of the source: active = inhibition above about 50%; inactive = the rest.

SMILES	mHTT CaM bind	Pf apPOL block
COc1ccc(C(=O)N2CCC3(C2)C(=O)Nc2ccccc23)c(OC)c1 (centres undefined)	9	-10
COc1ccccc1-c1noc(C2CCCN2C(=O)Nc2ccc3c(c2)OCO3)n1 (centres undefined)	9	-2
Cc1ccc(-c2nc3cc(NC(=O)c4cccnc4Cl)ccc3o2)cc1	0	-6
CCN1CCN(CC2CC=CCC2)CC1 (centres undefined)	4	-4
Cc1ccc(-n2nc3c(c2NC(=O)C2CCCC2)CSC3)cc1	30	3
COc1ccc2nc(SC)[nH]c2c1	-6	-6
Cc1ccc(N2CCN(C(=O)c3ccc(F)cc3)C(C)C2=O)cc1C (centres undefined)	6	-2
Cc1cc(-c2noc(-c3snnc3C)n2)no1	x	-3
C=CCn1ccc2ccn(CC(=O)N3CCOCC3)c(=O)c21	-4	-3
ClC1(Cl)C2Cc3ccccc3OC21c1ccccc1 (centres undefined)	-135	22
CC(=O)c1ccc(Sc2ccccc2)c([N+](=O)[O-])c1	x	3
CC1CCCC(NC(=O)C2c3ccccc3C(=O)N(C)C2c2cccs2)C1C (centres undefined)	2	0
O=C(Nc1ccc(S(=O)(=O)N2CCOCC2)cc1)c1ccccc1F	-1	-24
COc1ccc(OCC(O)CN2C(=O)c3ccccc3S2(=O)=O)cc1 (centres undefined)	0	-2
COc1ccccc1-c1c(C)oc2c(CN3CCCC(C)C3)c(O)ccc2c1=O (centres undefined)	1	-4
COc1ccc(OC)c(Nc2nc(Cl)nc(Nc3cc(OC)ccc3OC)n2)c1	53*	-2
COc1ccc(Br)cc1C1C(C#N)=C(N)OC2=C1C(=O)CC(C)(C)C2 (centres undefined)	8	-2
COc1ccccc1C(=O)N1CCc2c(c(-c3nnc(-c4ccccc4F)o3)nn2C)C1	-6	-4
CNC(=O)C1CN(C(=O)c2cccc(C)c2)CC12CCCC2 (centres undefined)	-9	-4
Cc1cccc(NS(=O)(=O)c2cc(Cl)ccc2Cl)n1	-2&0	0&-4
CCc1ccc(N(CC(=O)N2CCCC2)S(C)(=O)=O)cc1	-6	2
COc1ccccc1C(O)c1nccn1C (centres undefined)	-2	-3
O=C(CCc1conc1-c1ccc(F)cc1)NCc1cc(F)cc(F)c1	-11	0
CC(C)c1nc2c(N)cccn2n1	-3	-3
O=C(Cc1ccccc1)NCC1(c2ccccc2)CCCC1	-9	-5

An excerpt from above in order of molar mass, low to high:
SMILES	mHTT CaM bind	Pf apPOL block
CC(C)c1nc2c(N)cccn2n1	-3	-3
COc1ccc2nc(SC)[nH]c2c1	-6	-6
CCN1CCN(CC2CC=CCC2)CC1 (centres undefined)	4	-4
COc1ccccc1C(O)c1nccn1C (centres undefined)	-2	-3
Cc1cc(-c2noc(-c3snnc3C)n2)no1	x	-3
CC(=O)c1ccc(Sc2ccccc2)c([N+](=O)[O-])c1	x	3
ClC1(Cl)C2Cc3ccccc3OC21c1ccccc1 (centres undefined)	-135	22
O=C(Cc1ccccc1)NCC1(c2ccccc2)CCCC1	-9	-5
CNC(=O)C1CN(C(=O)c2cccc(C)c2)CC12CCCC2 (centres undefined)	-9	-4
C=CCn1ccc2ccn(CC(=O)N3CCOCC3)c(=O)c21	-4	-3
CCc1ccc(N(CC(=O)N2CCCC2)S(C)(=O)=O)cc1	-6	2
Cc1cccc(NS(=O)(=O)c2cc(Cl)ccc2Cl)n1	-2&0	0&-4
COc1ccc(OCC(O)CN2C(=O)c3ccccc3S2(=O)=O)cc1 (centres undefined)	0	-2
Cc1ccc(-c2nc3cc(NC(=O)c4cccnc4Cl)ccc3o2)cc1	0	-6
COc1ccccc1-c1c(C)oc2c(CN3CCCC(C)C3)c(O)ccc2c1=O (centres undefined)	1	-4
CC1CCCC(NC(=O)C2c3ccccc3C(=O)N(C)C2c2cccs2)C1C (centres undefined)	2	0
COc1ccc(Br)cc1C1C(C#N)=C(N)OC2=C1C(=O)CC(C)(C)C2 (centres undefined)	8	-2
COc1ccccc1C(=O)N1CCc2c(c(-c3nnc(-c4ccccc4F)o3)nn2C)C1	-6	-4

Further compounds follow:
SMILES	mHTT CaM bind	Pf apPOL block
COc1cc(NC(=O)c2ccccc2)c(OC)cc1NC(=O)CC(=O)c1ccccc1	27	-1
COc1ccccc1/C=C(/NC(=O)c1ccc(OC)c(OC)c1)C(=O)Nc1ccc(C)c(F)c1	6	3
COc1ccc(-c2nnc(SCC(=O)NN)n2-c2ccccc2)cc1OC	5	1
NC(=NNC(=O)Nc1ccc(Cl)cc1)c1ccc(C(F)(F)F)cn1	x	0&-2
CNCc1ccsc1	-10	x
CC(=O)N1CCSC1C(=O)NN (centres undefined)	x	-3
Cc1ccccc1S(=O)(=O)N1CCc2c(c(-c3nc(Cc4ccccc4)no3)nn2C)C1	-6	-3
CSc1ccc(CNC(=O)c2cc3n(n2)CCCN(Cc2ccccc2)C3=O)cc1	7	0
CCC(=O)NCc1nc2c(n1C)CN(C(=O)c1ccc(Br)cc1)CC2	10	0
COc1cccc(C2CC(c3ccc(OC(F)F)cc3)n3ncnc3N2)c1 (centres undefined)	26	-2
COc1cc2c(cc1NC(=O)c1ccc(C)cc1Cl)oc1ccccc12	-11	1
CCOC(=O)Cc1ccc(NC(=O)N2CCC(n3c(C)nc4cccnc43)C2)cc1 (centres undefined)	6	0
COc1ccc(C2CC(=O)C3=C(C2)Nc2ccccc2NC3c2ccc(F)c(F)c2)cc1OC (centres undefined)	40	-2
O=C(Nc1ccc(F)cc1)C1CC(=O)N(c2ccc(Br)cc2)C1 (centres undefined)	-2&-2	-2&1
CCOc1ccc(C(=O)Nc2ccc(-n3nncc3C(C)(C)C)cc2)cc1	10	-5
COc1cc(C(=O)N2CCC(CC(=O)NCc3ccccn3)CC2)cc(OC)c1OC	20	-5
COc1ccc(/C=C2/N=C(c3ccc([N+](=O)[O-])cc3)OC2=O)c(OC)c1OC	-6	3
CC(C)(C)NC(=O)N1CCC(CNC(=O)C2CCN(S(C)(=O)=O)CC2)CC1	-8	1
O=C(CCc1nc(-c2ccccc2F)no1)Nc1cccnc1	1	-4
Cc1ccc(Oc2ccc(C(F)(F)F)cc2NC(=O)c2cccnc2)cc1	3	-4
COc1ccc(C(=O)Nc2cccc(-c3nc4ncccc4o3)c2)cc1	46	-4
O=C(CCSc1ccccc1)N1CCN(c2ccc(-c3ccccn3)nn2)CC1	100*	1
O=C(NCC(O)(c1ccccc1)C(F)(F)F)C(=O)Nc1ccccc1Cl (centres undefined)	-18	-5
COc1ccc(C)cc1S(=O)(=O)n1c(C)nc2ccccc21	8	7
Fc1ccc(-c2nc(-c3ccc(Br)cc3)no2)cc1	-8	-1

(further entries)
SMILES	mHTT CaM bind	Pf apPOL block
Nc1nc(-c2c(F)cccc2F)cs1	1	1
Cc1csc(-c2coc3cc(O)cc(C)c3c2=O)n1	4&7	-4&-4
COc1ccccc1Nc1nc(-c2sc(C)nc2C)cs1	-6	5
COc1ccc(C2CC(c3ccc(C)cc3C)=NN2C(=O)CN2CCOCC2)cc1 (centres undefined)	63*	-6
Cc1cccc(C2=N/C(=C\c3ccc(Br)cc3)C(=O)O2)c1	1	0
c1coc(-c2nc3ccccc3nc2-c2ccco2)c1	x	22
CC1=C(C(=O)Nc2ccccn2)C(c2ccc(C)cc2)C2=C(CCCC2=O)N1 (centres undefined)	3	-3
CN1c2ccccc2C(=O)NC12CCN(C(=O)Nc1cccc(Cl)c1)CC2	-7	-1
O=C(O)C1C2CCC(O2)C1C(=O)Nc1ccc2c(c1)OCCO2 (centres undefined)	2	-4
N#CCCN1CCN(CN2C(=O)c3ccccc3C2=O)CC1	12	-4
COc1ccc(C(=O)Nc2ccccc2Br)cc1OC	1	-10
COc1ccc(N2CCN(C(=O)c3ccc(C#Cc4ccccc4)cc3)CC2)cc1	-1	0
CC(C)c1ccc(C(=O)N2CCN(c3ccc(Cl)cc3)CC2)cc1	-3	3
COc1cccc(NC(=O)C2CCN(c3cc(C(=O)N4CCCC4)ccn3)CC2)c1	7	0
CCN1CCOC(CC(=O)Nc2ccc(Cl)cc2)C1=O (centres undefined)	-1	2
O=C(NCCN1CCCC1)c1ccnc(N2CCNC(c3ccccc3)C2)c1 (centres undefined)	25	-7
O=C(NC1CCCCCCC1)c1ccccc1O	-19	6
Cc1ccc(C(=O)NCc2ccccc2Cl)cc1C	-10	-3
Cc1ccc(NS(=O)(=O)Cc2ccccc2)nc1	-2	-2
C=CCn1c(SCC(=O)Nc2ccc(Cl)c(Cl)c2)nnc1-c1cccnc1	19	-10
Cc1cc(C)n2nc(C)c(-c3ccc(Cl)cc3)c2n1	-14	-4
COc1ccc(NC(=O)N2CCC(n3c(-c4ccco4)nc4cccnc43)C2)cc1 (centres undefined)	16	0
Cc1cc(C)cc(NC(=O)N2CCc3c(c(COCc4cccc(F)c4)nn3C)C2)c1	25	-4
COc1ccc2c(c1)c(=O)c1ccccc1n2CC(=O)Nc1ccc(C(F)(F)F)cc1	17	0
O=C(CCc1ccccc1)Nc1c2c(nn1-c1cccc(Cl)c1)CS(=O)(=O)C2	9	1

The list goes on:
SMILES	mHTT CaM bind	Pf apPOL block
NC(=O)c1ccc(-n2nnnc2SCc2ccccc2Br)cc1	0	-1
Cc1cccn2cc(C(=O)NCc3ccc(Cl)cc3)nc12	0	-3
O=C(C1CC1)N1CCc2cc(S(=O)(=O)N3CCc4ccccc43)ccc21	11	8
Cn1cccc1-c1cc2n(n1)CCCN2C(=O)CCC(=O)N1CCC(C(N)=O)CC1	18	-3
Cc1ccc(-c2nnc(Nc3cccc(O)c3)c3ccccc23)cc1S(N)(=O)=O	17	-7
COc1ccc(OC)c(C(O)CN2CCN(c3ccc(Cl)cc3)CC2)c1 (centres undefined)	-3	-6
COc1cc(N2CCN(S(=O)(=O)c3cccc(C(F)(F)F)c3)CC2)nc(OC)n1	-14	-2
COc1cc(C(=O)Nc2nc3c(s2)CCCC3)cc(OC)c1OC	32	10
COc1ccccc1OCC(=O)Nc1ccc(-n2nncc2C(C)(C)C)cc1	15	-4
C=CCNC(=O)CSc1nnc(CSc2cccs2)n1C	x	-5
Cc1ccccc1C1=N/C(=C/c2cccc(C(F)(F)F)c2)C(=O)O1	5	4
Nc1nc(SCC(=O)Nc2ccc(S(N)(=O)=O)cc2)nc2sc3c(c12)CCCC3	29	-1
Cn1nc(C(F)(F)F)cc1C(=O)Nc1ccc(Br)cn1	-15	-1
O=C(Nc1ccccc1F)c1cc([N+](=O)[O-])nn1Cc1ccccc1	8	-1
CCc1ccccc1NS(=O)(=O)c1cc(Br)cc2c1N(C(C)=O)C(C)C2 (centres undefined)	6	0
Cc1[nH]n(-c2ccccc2)c(=O)c1/C=C(\C#N)c1nc2ccccc2s1	14	-1
COc1ccc(OC)c(Nc2nc3nonc3nc2Nc2ccc(F)cc2)c1	14	5
O=C(c1nccc2ccccc12)N1CCCC1c1nc(-c2cccc(Cl)c2)no1 (centres undefined)	18	-3
CCC(=O)Nc1ccc2c(c1)Sc1ncccc1C(=O)N2C(C)C	-3	1
O=C(CC1CCCC1)NCc1cc(-c2ccc(F)cc2)on1	-22	-8
CCN(CC)c1ccc2cc(C(=O)Nc3ccccc3C)c(=O)oc2c1	-21	-8
O=S(=O)(NCCc1ccc(F)cc1)c1cc(C(F)(F)F)ccc1Br	-6	0
O=C(Nc1nnc(-c2ccc(F)cc2)s1)c1cccc(C(F)(F)F)c1	-14	1
Cc1ccc2c(C(=O)N3CCOCC3)cc(NC(=O)C3CCC3)cc2n1	4	17
Cc1ccccc1CNC(=O)c1ccc(-c2ccsc2)nc1	-5	-1

Next part
SMILES	mHTT CaM bind	Pf apPOL block
Cc1ccc(S(=O)(=O)N=S(CC2CC2(Cl)Cl)CC2CC2(Cl)Cl)cc1 (centres undefined)	1	-2
Cc1ccc(C2CC(c3ccc(Br)cc3)n3ncnc3N2)cc1 (centres undefined)	53*	-5
O=C1C(=Cc2ccc3c(c2)OCO3)Oc2cc(OC(=O)N3CCOCC3)ccc21	42	-3
CCn1cc(C(=O)Nc2cc(Cl)c(OC)cc2OC)c(=O)c2ccc(C)nc21	3	-4
O=C1c2ccccc2C(=O)N1CN(CCc1ccc(Cl)cc1)CN1C(=O)c2ccccc2C1=O	x	-2
COc1cc(/C=C2/SC(=N)NC2=O)ccc1OCc1ccccc1	28	1
Cc1cc(C)cc(NC(=O)Nc2ccc(S(=O)(=O)Nc3cc(C)on3)cc2)c1	x	5
O=C(Nc1nc2c(s1)CN(S(=O)(=O)c1ccccc1)CC2)c1ccc(Cl)s1	3	-6
CNC(=O)C1=CCN(C(=O)NC(C)(C)C)CC1	2	0
CC1=C(C(=O)Nc2cccc(F)c2)C(c2ccccn2)C2=C(CCCC2=O)N1 (centres undefined)	-1	-8
Cc1cc(C)cc(N2C(=O)c3ccccc3C2C(=O)NC2CCCC2)c1 (centres undefined)	4	-14
O=C(CSc1nc2ccsc2c(=O)n1-c1ccc(F)cc1)NCCc1ccccc1	4	-6
N#CC1=C(N)OC2=C(C(=O)CC(c3ccccc3)C2)C1c1cccs1 (centres undefined)	17	2
Cc1c(C)c(C)c(S(=O)(=O)Nc2ccc(CC(=O)NCC(F)(F)F)cc2)c(C)c1C	0	2
O=C1OC(c2ccc(Cl)cc2Cl)=N/C1=C\c1ccc(F)cc1	2	-3
CCOc1ccc(N2C(=O)CC(NCCc3ccccc3OC)C2=O)cc1 (centres undefined)	-5	3
Cc1cccc(NC(=O)NCCC2CCN(S(=O)(=O)c3ccc(F)cc3)CC2)c1C	34	-3
CCN(CC)CCNC(=O)CC1CCN(S(=O)(=O)c2ccc(Cl)s2)CC1	-7	1
O=C(Cc1ccsc1)N1CCC(Oc2cc(N3CCCC3)ncn2)C1 (centres undefined)	9	-2
NC(=S)NC12CC3CC(CC(C3)C1)C2	-6	-8
COc1ccc(OC)c(NC(=O)c2ccc3c(c2)C(=O)N(CC2CCCO2)C3=O)c1 (centres undefined)	2	-13
Cc1ccccc1NC(=O)Cn1nc(N2CCCC(C)C2)c2ccccc2c1=O (centres undefined)	3	-1
O=[N+]([O-])c1cc(Nc2ccccc2)c(C=Nc2ccccc2)c([N+](=O)[O-])c1	51*	3
CCOC(=O)c1cc(C(=O)OC)c(C)nc1SCC(=O)OC	x	-6

Source: PubChem BioAssay

A portion of the library (hit frequency here may not be typical).
